Compound activity deposited in PubChem BioAssay by The Scripps Research Institute Molecular Screening Center.
LYPLA2 counter: counter-screen for PME1 inhibitors: inhibitors of human LYPLA2; recombinant LYPLA2, FP-Rh probe fluorescence polarization; O95372; inhibition, % at 5.9 µM; 320,000 tested, 0.38% active;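 active means inhibition above the screen-wide mean plus 3 SD, limit set per campaign, cut at about 26% in these data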;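 further: 0% = LYPLA2 with DMSO and 100% = wells lacking LYPLA2 enzyme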
GSTO1 counter: counter-screen for RBBP9 inhibitors: inhibitors of human GSTO1; AID 1974; inhibition, % at 5.96 µM; 300,000 tested, 1.1% active; recombinant GSTO1, activity-based probe fluorescence polarization; P78417;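 active means inhibition above the campaign mean inhibition plus 3 SD, cut at about 35% in these data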;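 further: 0% = GSTO1-1 with DMSO and 100% = wells lacking GSTO1-1 enzyme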
pPAFAH FP inh: pPAFAH (human) enzyme inhibition | recombinant pPAFAH, FP-rhodamine probe fluorescence polarization | inhibition, % at 3.39 µM | 330,000 tested, 1.5% active | AID 463082;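 active means inhibition above the mean inhibition across the screen plus 3 SD, cut at about 25% in these data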;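 further: inhibitors block binding of the rhodamine activity-based probe so polarization drops; 0% = enzyme with DMSO and 100% = wells lacking pPAFAH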
Target sequence (Q13093 whole entry, looked up): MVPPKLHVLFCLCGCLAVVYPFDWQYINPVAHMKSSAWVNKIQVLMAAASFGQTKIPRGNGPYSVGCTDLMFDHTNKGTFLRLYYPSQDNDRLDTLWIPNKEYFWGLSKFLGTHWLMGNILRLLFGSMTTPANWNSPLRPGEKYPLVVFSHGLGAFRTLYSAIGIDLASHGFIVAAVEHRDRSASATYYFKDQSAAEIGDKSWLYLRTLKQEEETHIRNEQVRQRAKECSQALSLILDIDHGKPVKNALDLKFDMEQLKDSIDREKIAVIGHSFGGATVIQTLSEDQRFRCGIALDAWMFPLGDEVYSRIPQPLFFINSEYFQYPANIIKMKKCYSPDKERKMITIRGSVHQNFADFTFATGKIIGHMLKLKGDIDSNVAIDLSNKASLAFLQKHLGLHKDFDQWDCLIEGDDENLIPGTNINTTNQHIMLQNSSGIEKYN
LYPLA1 inh: LYPLA1 (human) inhibition in PME1 counter-screen; recombinant LYPLA1, FP-Rh probe fluorescence polarization; inhibition, % at 5.9 µM; 320,000 tested, 0.16% active; AID 2174;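 active means inhibition above the mean of all tested compounds plus 3 SD, set per campaign, cut at about 14% in these data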;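 further: inhibitors block serine hydrolase probe labeling of LYPLA1 so polarization falls; 0% = enzyme with DMSO and 100% = wells lacking LYPLA1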
Target sequence (O75608 whole entry, looked up): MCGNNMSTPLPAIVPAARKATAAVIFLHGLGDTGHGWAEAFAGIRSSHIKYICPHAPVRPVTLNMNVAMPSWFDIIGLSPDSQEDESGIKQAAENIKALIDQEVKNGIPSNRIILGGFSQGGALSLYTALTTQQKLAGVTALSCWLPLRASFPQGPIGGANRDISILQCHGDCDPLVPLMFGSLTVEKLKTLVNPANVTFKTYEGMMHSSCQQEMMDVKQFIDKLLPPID
PME-1 primary: PME-1 (human) inhibition; inhibition, % at 5.9 µM; Q9Y570; AID 2130; 320,000 tested, 0.53% active; recombinant PME-1, FP-Rh probe fluorescence polarization;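 active means inhibition above the campaign mean of all compounds plus 3 SD, cut at about 26% in these data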;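 further: competitive labeling of PME-1 active site by serine hydrolase directed probe; 0% = PME-1 with DMSO and 100% = wells lacking PME-1 enzyme; inhibitors block probe labeling so polarization falls and inhibition rises; many of its hits are not listed in these tables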
PAFAH1B2 FP inh: inhibitors of human PAFAH1B2; recombinant PAFAH1B2, FP-rhodamine activity probe, fluorescence polarization; P68402; inhibition, % at 3.39 µM; 340,000 tested, 1.2% active;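 active means inhibition above the mean of all tested compounds plus 3 SD, cut at about 24% in these data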;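 further: 0% = enzyme with DMSO and 100% = wells lacking PAFAH1B2; many of its hits are not listed in these tables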
Target sequence (P68402 whole entry, looked up): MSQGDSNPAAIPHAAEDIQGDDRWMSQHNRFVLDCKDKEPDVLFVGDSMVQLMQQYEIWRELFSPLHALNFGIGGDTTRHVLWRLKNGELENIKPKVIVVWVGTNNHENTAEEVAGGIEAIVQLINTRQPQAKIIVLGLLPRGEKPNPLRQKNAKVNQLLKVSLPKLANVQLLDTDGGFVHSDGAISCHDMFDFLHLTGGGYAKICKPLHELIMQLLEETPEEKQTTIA
PAFAH1B3 FP inh: PAFAH1B3 (human) inhibition; Q15102; recombinant PAFAH1B3, FP-rhodamine probe, fluorescence polarization; inhibition, % at 3.39 µM; 340,000 tested, 0.28% active; AID 492972;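 active means inhibition above the screen-wide average of all tested compounds plus 3 SD, cut at about 25% in these data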;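 further: 0% = enzyme with DMSO only and 100% = wells lacking PAFAH1B3 protein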
PREPL inhibitor: inhibitors of human prolyl oligopeptidase-like enzyme PREPL. recombinant PREPL, fluorescence polarization activity-based probe. 320,000 tested, 0.68% active. Q4J6C6. inhibition, % at 5.96 µM. AID 2751; in the data active means inhibition above about 43%;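 further: 0% = enzyme with DMSO and 100% = wells lacking enzyme; many of its hits are not listed in these tables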
PAD4 inh: blocks human protein arginine deiminase 4. Q9UM07. recombinant PAD4, RCA probe fluorescence polarization. inhibition, % at 6.36 µM. 330,000 tested, 0.41% active;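 active means percent inhibition above a cutoff equal to the mean of all tested compounds plus 3 SD, cut at about 15% in these data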;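 further: 0% = PAD4 with RCA probe and DMSO and 100% = probe without PAD4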
An asterisk follows results filed as active; x = not tested or not shown. A portion of the library; rates above refer to the full screens.

SMILES | LYPLA2 counter | GSTO1 counter | pPAFAH FP inh | LYPLA1 inh | PME-1 primary | PAFAH1B2 FP inh | PAFAH1B3 FP inh | PREPL inhibitor | PAD4 inh
Cc1ccc(C)c(S(=O)(=O)NC(C)C(=O)Nc2ccc(-c3nc4ccccc4s3)cc2)c1 (configuration not stated) | 0 | -9 | -3 | -3 | -3 | 0 | 2 | -11 | -5
COC(=O)C1=C(C(=O)OC)[C@@H]2N(C)c3ccccc3[C@@]23C[C@@H](CO)N(C(=O)C2CCC2)C3=N1 | -1 | -3 | 1 | 1 | 9 | -6 | -2 | -1 | -7
O=C(NCCOc1ccccc1F)C1CCC(=O)N(CCc2cccc(F)c2)C1 (configuration not stated) | 9 | 3 | 5 | 7 | 1 | 2 | 1 | 6 | 1
C/C(=N/NC(=O)CSc1nc2ccccc2n1C)c1ccncc1 | -5 | 11 | 2 | -2 | 1 | 6 | 6 | -10 | 3
COC(=O)c1sc2ccccc2c1NC(=O)c1coc2ccccc2c1=O | -6 | 5 | -6 | -3 | -9 | -3 | -6 | 10 | 2
O=C(C1=C(O)C(=O)N(CC2CCCO2)C1c1cccc(Cl)c1)c1ccco1 (configuration not stated) | 3 | 4 | -5 | 0 | 1 | -1 | 6 | 5 | -4
Cc1cc(C)n2nc(CCCCc3nc4nc(C)cc(C)n4n3)nc2n1 | -1 | 8 | -2 | -2 | -7 | x | x | -4 | -3
CCCCn1c(N)c(N(CC(C)C)C(=O)Cn2c(=O)oc3ccccc32)c(=O)[nH]c1=O | 3 | 2 | 0 | -2 | -5 | -1 | -2 | 3 | 0
Cc1cc(CNC(=O)[C@H]2C[C@@H]2[C@H](NP(=O)(c2ccccc2)c2ccccc2)c2ccccc2)nn1C | 8 | 3 | 4 | 0 | 2 | x | x | 5 | 2
CCC(COC)NC(=O)CCc1nnc(Cc2cccc(C(F)(F)F)c2)o1 (configuration not stated) | 6 | -1 | 2 | 0 | -3 | 2 | 6 | 14 | -2
CCc1cc(CNC(=O)CC2C(=O)NCCN2Cc2c(F)cccc2Cl)on1 (configuration not stated) | 4 | 0 | 5 | 5 | 0 | 0 | -3 | 5 | 2
COc1ccccc1N1CCN(C(=O)c2sc3nc4n(c(=O)c3c2C)CCC4)CC1 | 5 | 4 | -1 | -3 | 5 | 1 | 3 | -2 | -4
CCc1ccc(C(C(=O)NCc2ccc(F)cc2)N(C(=O)c2csnn2)C2CC2)cc1 (configuration not stated) | 2 | 12 | 7 | 2 | 0 | 8 | 5 | -5 | 2
CC(C)c1nc(SCC(=O)NC2CCCC2)c2c(=O)n(C)c(=O)n(C)c2n1 | 0 | 4 | -1 | 0 | 9 | -2 | 2 | -6 | -2
CC(C)(C)C(=O)N1CCN(c2nc3ccccc3o2)CC1 | -1 | 2 | 1 | 1 | 1 | 2 | 3 | 5 | -3
Cc1occc1C(=O)Nc1cnn(CCCC(=O)O)c1 | 6 | 4 | 2 | 2 | 0 | -1 | 6 | 5 | -5
COC(=O)c1ccc2c(c1)SC1=C(CCCC1=O)N2 | 27* | 15 | 18 | 28* | 29* | 21 | 17 | 20 | 43*
Cc1c(C(C)C)c(=O)n(-c2ccc(S(=O)(=O)NC3CCCCC3)cc2)n1C | 2 | 0 | 10 | -2 | -3 | x | x | -2 | -4
COc1ccc2cc(S(=O)(=O)N3CCOCC3)ccc2c1 | 12 | -7 | 4 | 0 | -1 | 1 | 1 | 11 | 0
CCOC(=O)c1oc2ccccc2c1NC(=O)COC | 1 | 8 | 4 | 0 | -2 | 0 | 8 | 1 | -7
O=C(OC(C(=O)Nc1ccc(Cl)cc1C(F)(F)F)c1ccccc1)c1c(Cl)cccc1Cl (configuration not stated) | -15 | -2 | -4 | -10 | -7 | 0 | -7 | -7 | -1
O=C(Nc1cccc(O)c1)c1cc(-c2cccs2)on1 | 1 | -3 | 4 | -8 | -3 | 5 | 3 | -8 | 3
Cc1ccc(-c2noc(CN3CCC(C(N)=O)CC3)n2)cc1 | -3 | -6 | 5 | -3 | -5 | 3 | 1 | 2 | -5
O=C(O)C1Nc2ccc(OC(F)(F)F)cc2C2C=CCC12 (configuration not stated) | 7 | 48* | 61* | -1 | 6 | x | x | 11 | 1
O=C(O)/C=C/c1ccc(S(=O)(=O)Nc2ccc3[nH]c(=O)[nH]c3c2)cc1 | 3 | -45 | 12 | -1 | 5 | 9 | -3 | 10 | -11
COc1ccc(NC(=O)CSc2nnc(Cc3ccccc3)o2)c(OC)c1 | -2 | 3 | 2 | -1 | 4 | 5 | 14 | 7 | -3
COc1cc(S(=O)(=O)Nc2ccc(C(=O)NCC(=O)O)cc2)ccc1NC(C)=O | 2 | -6 | 3 | 0 | 5 | 1 | 6 | 6 | 0
Cc1ccc(NC(=O)C2CCN(S(=O)(=O)c3cnc[nH]3)CC2)nc1 | 6 | 0 | 3 | 1 | -2 | 4 | 5 | 9 | -1
O=C(COc1ccccc1)N[C@@H]1c2ccccc2CC[C@@H]1O | x | x | 0 | x | x | 4 | 5 | x | 3
Cc1ccc(NC2CCCN(C(=O)c3cnc4ccccn4c3=O)C2)cc1C (configuration not stated) | -1 | 3 | -1 | 3 | 3 | 3 | 4 | 17 | 4
CC1CN(S(=O)(=O)c2ccc(C(=O)Nc3ccccc3F)cc2)CC(C)O1 (configuration not stated) | x | x | 5 | x | x | -1 | 0 | 14 | 1
COc1ccc(CNC(=O)Cn2cncn2)cc1OC | 6 | -3 | 6 | 2 | 7 | -1 | 1 | -2 | 0
COCCN(C(=O)CSc1nc2ccccc2o1)c1c(N)n(Cc2ccccc2)c(=O)[nH]c1=O | -1 | x | 2 | -3 | 1 | -1 | 6 | -10 | -2
Cc1cccc(NC(=S)N2CCN(S(=O)(=O)c3ccc(F)cc3)CC2)c1 | -3 | 0 | -2 | -3 | 5 | -2 | -5 | 1 | 4
Cc1ccccc1NC(=S)N1CCOCC1 | -3 | 1 | 8 | 2 | 4 | -3 | -9 | 2 | 0
Cc1nc2ccccc2c(=O)n1NC(=O)/C=C/c1ccc(Br)cc1 | 24 | 0 | 3 | 4 | -2 | -2 | -6 | -28 | -1
CC(=O)c1c(O)cc(=O)n(-c2ccccc2)c1-c1cccc2ccccc12 | -6 | 1 | -2 | -1 | 1 | -4 | 5 | 8 | -4
COCCn1c(SCC(=O)NC2CCCCC2)nnc1-c1ccco1 | 1 | 6 | -1 | -1 | 2 | 4 | 6 | -2 | 1
COc1ccc(CN2CCc3c([nH]c4ccccc34)C2)c(OC)c1C | 5 | 1 | 5 | -1 | 4 | -3 | 0 | 22 | 2
Nc1c(Cl)c(Cl)nc(C(=O)N/N=C/c2ccco2)c1Cl | 2 | 3 | 0 | 0 | 0 | -1 | 2 | 3 | -2

A run of entries taken from the entries so far:
SMILES | LYPLA2 counter | GSTO1 counter | pPAFAH FP inh | LYPLA1 inh | PME-1 primary | PAFAH1B2 FP inh | PAFAH1B3 FP inh | PREPL inhibitor | PAD4 inh
O=C(OC(C(=O)Nc1ccc(Cl)cc1C(F)(F)F)c1ccccc1)c1c(Cl)cccc1Cl (configuration not stated) | -15 | -2 | -4 | -10 | -7 | 0 | -7 | -7 | -1
O=C(Nc1cccc(O)c1)c1cc(-c2cccs2)on1 | 1 | -3 | 4 | -8 | -3 | 5 | 3 | -8 | 3

The listing continues.
SMILES | LYPLA2 counter | GSTO1 counter | pPAFAH FP inh | LYPLA1 inh | PME-1 primary | PAFAH1B2 FP inh | PAFAH1B3 FP inh | PREPL inhibitor | PAD4 inh
COc1ccc(Cl)cc1NC(=O)CN(C)C(=O)c1ccc2c(c1)CC(c1ccccc1)OC2=O (configuration not stated) | -3 | x | 4 | -1 | 5 | -1 | -1 | 12 | -3
CC1CC(=O)N(c2ccc(NCCc3ccc(O)cc3)c([N+](=O)[O-])c2)C1=O (configuration not stated) | 7 | 6 | 7 | -6 | -2 | 12 | 0 | 4 | 5
O=[N+]([O-])c1ccc(NS(=O)(=O)c2cccc3cccnc23)cc1 | -1 | 2 | 5 | -2 | -2 | 0 | 8 | 1 | 0
CC(=O)N1c2ccc(S(=O)(=O)N3CCCC(C(=O)Nc4ccc(C)cc4C)C3)cc2CC1C (configuration not stated) | 1 | 3 | -6 | -1 | -6 | 4 | 0 | -1 | -1
CC(=O)Nc1ccc(S(=O)(=O)Nc2nc3ccccc3nc2Sc2nncn2C)cc1 | 2 | 6 | 7 | 1 | -1 | 0 | 15 | 6 | 0
CCOc1ccc2nc(-c3ccccc3)[nH]c2c1 | 5 | 3 | 3 | -3 | -1 | 5 | 4 | -6 | -2
CC(=NC1CCCCC1)C1=C(O)c2ccccc2C1=O | 0 | -2 | 3 | -2 | 7 | 4 | 8 | 1 | 1
Cc1ccc(C(=O)N2CCSC2=S)cc1 | 0 | 14 | -5 | -1 | -9 | 5 | 1 | -2 | 9
C=C(C)CSc1nc2nc(C)cc(C)n2n1 | 4 | -2 | -1 | -1 | 1 | 1 | 1 | 14 | 3
CCc1nn(CCCC(=O)N(C)Cc2ccccc2)c(=O)c2cc3occc3n12 | -1 | 5 | 3 | 1 | -2 | -1 | 6 | -1 | -3
O=C(N/N=C/c1ccco1)C(O)C(O)C(=O)N/N=C/c1ccco1 (configuration not stated) | -1 | 5 | 4 | -2 | -2 | 2 | 4 | -2 | -1
Cc1ccccc1Nc1nnc(C)c(=O)[nH]1 | 2 | 3 | 2 | 4 | -2 | 7 | -5 | 1 | 1
Nc1n[nH]c(N)c1N=Nc1ccc(Cl)cc1Cl | 12 | -2 | 6 | 13 | 16 | 6 | 9 | 32 | -6
O=C(Nc1ccc(F)c(S(=O)(=O)N2CCOCC2)c1)C1CCCCC1 | 4 | x | 2 | 0 | 1 | 4 | 6 | 0 | -3
COc1ccc(/C=C/C(=O)NCC(c2ccc(F)cc2)N2CCOCC2)cc1OC (configuration not stated) | 5 | -3 | 6 | 5 | 1 | -4 | 4 | -8 | -2
O=S(=O)(NCCc1csc(-c2ccc(C(F)(F)F)cc2)n1)c1ccc2c(c1)OCCO2 | -7 | 6 | 11 | -6 | -8 | 3 | -2 | -8 | 0
CC(C)(C)c1ccc(OCCNCc2ccccc2)cc1 | 3 | 4 | 3 | -3 | -4 | 2 | 8 | -18 | 5
C=CCN1CC(O)=C(c2nc3ccccc3[nH]2)C1=N | 3 | 13 | 1 | -2 | 1 | 2 | 1 | 11 | 2
CCCc1cc(C(N)=O)c(NC(=O)c2cc(C)on2)s1 | -3 | 3 | -1 | -5 | 3 | -2 | 5 | 5 | -1
CC1C=CC(C)C(C(=O)O)C1C(=O)O (configuration not stated) | -7 | -2 | -1 | -2 | -5 | -3 | 1 | -19 | -3
Cc1nc2ccccc2c(=O)n1NC(=O)c1ccc(Cl)c(Cl)c1 | 3 | 5 | 5 | 1 | 2 | -2 | -3 | -6 | -5
CN1C(=O)CC(C(=O)O)SC1=Nc1cc(Cl)c(O)c(Cl)c1 (configuration not stated) | 0 | 7 | 4 | 1 | -6 | 7 | 9 | -5 | 1
COc1ccc(CNC(=O)COC(=O)c2cc(S(=O)(=O)N3CCOCC3)ccc2O)cc1OC | x | x | 2 | x | x | 10 | 10 | -4 | -4
COc1ccc(CCN=C(N)NS(=O)(=O)c2ccc(C)c(C)c2)cc1OC | -1 | 1 | 1 | -6 | 8 | 1 | -7 | 1 | 1
CC1=Nc2cc(C(=O)NCCCN3CCOCC3)ccc2Sc2c(C)ccc(C)c21 | 2 | 1 | -2 | -2 | 1 | -4 | 4 | -8 | -11
O=C1c2ccccc2-c2c1cccc2C(=O)N1CCCCCC1 | -4 | 5 | 4 | 1 | -5 | 5 | 8 | -2 | -4
